Bioassay records from PubChem BioAssay.
Pf growth 48h – P. falciparum growth inhibition at 48 hours (one generation); Potency, µM (titrated, usually from 28.7 µM), inactives show top-dose activity change, negative = inhibition, most hits filed as inhibitors; actives 5.9% (n = 310,000); AID 504832; P. falciparum luciferase growth in erythrocytes, 48 h; also: potency is read from the fitted curve at half-maximal effect; % is scaled to controls: 0 for no effect and ±100 for the full control effect
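Luciferase-expressing parasites in RBCs, 2% Hct / 0.1% parasitemia final; RPMI 1640 + 0.5% Albumax; 37 C, 5% CO2, one generation; luminescence read-out, lower signal = inhibition.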
Giardia FBPA inh – Giardia lamblia aldolase inhibition; Potency, µM (top dose mostly 59.6 µM), inactives show top-dose activity, negative = inhibition, hits mostly inhibitors; purified Giardia FBPA; A8B2U2; actives 0.71% (n = 290,000); AID 2451; also: potency is read from the fitted curve at half-maximal effect; % is scaled to controls: 0 for no effect and ±100 for the full control effect; nearly all actives have a fitted effect of over 55% in size
Target sequence (A8B2U2 whole entry, looked up): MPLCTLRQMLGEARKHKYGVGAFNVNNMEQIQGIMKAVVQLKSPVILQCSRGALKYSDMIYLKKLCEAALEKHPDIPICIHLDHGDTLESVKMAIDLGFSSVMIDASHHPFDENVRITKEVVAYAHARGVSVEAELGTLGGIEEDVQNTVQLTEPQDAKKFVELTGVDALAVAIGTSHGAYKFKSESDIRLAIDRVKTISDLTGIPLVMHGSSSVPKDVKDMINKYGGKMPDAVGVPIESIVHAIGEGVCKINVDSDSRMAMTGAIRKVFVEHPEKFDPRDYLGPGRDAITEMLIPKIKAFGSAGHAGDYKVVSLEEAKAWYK
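Giardia FBPA (40 nM reagent) was preincubated 10 min at RT with compound (up to 57.5 uM final), then substrate plus GAPDH/TPI/NAD/arsenate coupling system with diaphorase/resazurin was added; resorufin fluorescence (525/598 nm) was read after 20 min.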
Shiga inhibitor – inhibitors of Shiga toxin in Vero cells; Vero cells, Shiga toxin protein synthesis inhibition reporter; inhibition, % at 38.7 µM; actives 9.2% (n = 290,000); AID 2315; in the data active = inhibition mostly above about 28%, no sharp cut-off; inactive = mostly below about 43%; also: 0% is about no effect
CHX counter – affects cycloheximide protein synthesis inhibition readout, counter-screen; AID 2314; cell reporter, cycloheximide protein synthesis inhibition counterscreen; actives 12% (n = 300,000); max response, %; in the data active = max response mostly above about 13%, no sharp cut-off; inactive = mostly below about 14%; also: read at 38.3 µM for the half of the compounds with a filed dose; 0% is about no effect
Sm TGR inh – inhibitors of Schistosoma mansoni thioredoxin glutathione reductase; Potency, µM (doses to about 114 µM), without a hit: top-dose activity change, negative = inhibition, usual class: inhibitors; Q962Y6; actives 3% (n = 360,000); AID 485364; purified TGR, DTNB reduction, TNB absorbance 405 nm; also: potency is read from the fitted curve at half-maximal effect; % is scaled to controls: 0 for no effect and ±100 for the full control effect; nearly all actives have a fitted effect of over 60% in size
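TGR 20 nM + NADPH 100 uM (dispensed conc.), cpd preinc 15 min RT; start with NADPH (500 uM addition) then DTNB (15 mM addition). Kinetic TNB absorbance, 405 nm filter. Four-parameter Hill fit across titration.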
Pf growth 96h – P. falciparum growth inhibition at 96 hour, primary screen for plastid delayed-death inhibitors; P. falciparum luciferase reporter growth, 96 h; Potency, µM (highest dose often 28.7 µM), without a hit: top-dose activity change, negative = inhibition, most hits filed as inhibitors; actives 6.9% (n = 320,000); AID 504834; also: potency is read from the fitted curve at half-maximal effect; % is scaled to controls: 0 for no effect and ±100 for the full control effect
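P. falciparum expressing integrated firefly luciferase grown in erythrocytes (2% hematocrit, 0.05% parasitemia final) with compounds for 96 hours at 37 C, 5% CO2. Growth inhibition read as loss of luminescence after adding luciferase detection reagent.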
* hit, by the source's call; i = inactive; ? = inconclusive; nt = not tested or not shown; & = joins results of further samples; [ ] = remark or other dose. Unless noted, calls follow the shape of the dose curve; as a rule, active = well fitted curve in the direction sought with a large enough effect; inconclusive = small, poorly fitted or top-dose-only effect, or another doubt; inactive = no such curve, though single readings can be large; an effect the other way counts as inactive or inconclusive. Rows were taken by chance. About 24% of those tested had a hit in this group.

SMILES | Pf growth 48h | Giardia FBPA inh | Shiga inhibitor | CHX counter | Sm TGR inh | Pf growth 96h
O=c1c(F)cn(C2CCCO2)c(=O)n1Cc1ccc(Cl)cc1 (configuration not stated) | 30%[activator] | 1% | -2 | -3 | -1% | 57%[activator]
COc1ccc(NC(=S)NCCN2CCC(C)CC2)cc1Cl | ? | 14µM* | 17 | 3 | 4% | ?
CCc1cc(C(=O)N2CCCC(C(=O)c3ccc(OC)c(F)c3)C2)n(C)n1 (configuration not stated) | -6% | 3% | -3 | -2 | -16% | ?
CC1CCCCC1NC(=O)COC(=O)/C=C/c1ccc2c(c1)OCO2 (configuration not stated) | 20% | 3% | -3 | 2 | -13% | -12%
COc1ccc(N2CCN(C(=O)c3ccc(-c4ccccc4)cc3)CC2)cc1 | 6% | 8% | 18 | 9 | -7% | 7%
CC(C)N(C)Cc1nnnn1CC(=O)NCc1cc(F)cc(C(F)(F)F)c1 | -16% | 8% | 0 | -1 | -3% | ?
COc1cccc(N=Nc2c(O)[nH]c(=S)[nH]c2=O)c1 | -1% | -16% | 47* | 31* | -20% | ?
Cc1cc(C)c(NC(=O)CSc2ccc3nnc(CCNC(=O)c4ccccc4)n3n2)c(C)c1 | ? | -4% | -5 | -2 | -13% | ?
COc1ccc(N2CCN(CC(O)COc3ccc(C)cc3C)CC2)cc1 (configuration not stated) | nt | -9% | -6 | -2 | -13%&2% | -16%
COc1ccccc1N1CCN(/N=C/C=C/c2ccccc2[N+](=O)[O-])CC1 | -1% | -10% | 67* | 13 | 7% | 2%
COc1ccc(NC(=O)C2CCCN2S(=O)(=O)c2cccc3nsnc23)c(OC)c1 (configuration not stated) | ? | nt | 17 | 12 | -4% | 10µM*
CC(C)N(CCC(=O)c1ccc2ccccc2c1)Cc1ccccc1 | -26% | 12%&-17% | nt | nt | 0.13µM* | 24%

2 compounds drawn at random from those above:
SMILES | Pf growth 48h | Giardia FBPA inh | Shiga inhibitor | CHX counter | Sm TGR inh | Pf growth 96h
CC(C)N(CCC(=O)c1ccc2ccccc2c1)Cc1ccccc1 | -26% | 12%&-17% | nt | nt | 0.13µM* | 24%
COc1ccc(N2CCN(CC(O)COc3ccc(C)cc3C)CC2)cc1 (configuration not stated) | nt | -9% | -6 | -2 | -13%&2% | -16%

Next part.
SMILES | Pf growth 48h | Giardia FBPA inh | Shiga inhibitor | CHX counter | Sm TGR inh | Pf growth 96h
COc1ccc(NC(=O)CNC(=O)N2CC(=O)Nc3ccccc32)cc1OC | 0% | -9% | 5 | 2 | -16% | 23%
CCN(Cc1ccccc1)C(=S)NC(=O)c1ccccc1Br | -21% | -14% | -4 | 2 | 7% | ?
Cc1[nH]c2ccccc2c1C(=O)COC(=O)c1nccnc1N | ? | nt | nt | nt | -3% | ?
O=C(C1=C[C@H](c2ccc3c(c2)OCO3)C[C@H](OCCCCO)O1)N1CCOCC1 | -4% | 9% | -6 | 7 | ? | 11%
CC(C)OC(=O)c1ccc2nc3ccccc3nc2c1 | 70%[activator] | 3% | 125* | 87* | 8% | 124%[activator]
CSc1nc(N2CCN(c3ccccc3Cl)CC2)c2ccccc2n1 | ? | 2% | 14 | 8 | 4% | ?
CCOC(=O)CCCN1CC(O)=C(c2nc(-c3ccc(Cl)cc3)cs2)C1=N | 10% | -5% | -6 | 11 | -3% | -29%
O=C(C1CC(=O)N(c2ccc(F)cc2)C1)N1CCOCC1 (configuration not stated) | 2% | -6% | -5 | -5 | 3% | 23%
COCCN(CCOC)C(=O)c1ccc(NS(=O)(=O)c2ccc3[nH]c(=O)[nH]c3c2)cc1 | 4% | nt | -7 | 6 | 3% | 1%
CCCCn1c(N)c(N(CCOC)C(=O)C2CCN(C(=O)c3ccccc3C)CC2)c(=O)[nH]c1=O | ? | nt | nt | nt | 1% | 14%
CCOc1ccc(NC(=O)C2CCCN(S(C)(=O)=O)C2)cc1 (configuration not stated) | 26% | 14% | -2 | 1 | 10% | ?
CN(C(=O)CS(=O)(=O)Cc1ccccc1Cl)c1ccccc1 | 20% | 3% | -13 | 12 | ? | 30%[activator]
COc1ccc(OC)c(-c2cc(C(=O)NCc3ccco3)no2)c1 | 54%[activator] | -2% | 32 | 8 | -12% | -25%
CCCCn1c(N)c(N(CC(C)C)C(=O)C2CCN(S(=O)(=O)c3ccc(Cl)cc3)CC2)c(=O)[nH]c1=O | 9.3µM* | nt | nt | nt | -1% | 9.3µM*
Cc1ccc(NCCC(=O)c2cccs2)cc1Cl | 25% | -1% | 53* | 29* | 4µM* | 157%[activator]
CCOC(=O)C1CCN(S(=O)(=O)c2cc(Br)cc3c2N(C(=O)C2CC2)CC3)CC1 | 8.3µM* | 9% | -8 | -3 | -5% | -1%
COC(=O)c1ccc(N2C(=O)CC(SCC(=O)Nc3ccc(OC)cc3)C2=O)cc1 (configuration not stated) | -5% | 2% | -13 | -4 | ? | 3%
COc1ccc(S(=O)(=O)N2CCOCC2)cc1NC(=O)CSc1n[nH]c(C(C)C)n1 | ? | 1% | 4 | -1 | -6% | -10%
CC1CCCCC1NC(=O)COC(=O)c1ccccc1NC(=O)c1ccco1 (configuration not stated) | nt | 1% | 20 | -2 | -2% | 39%[activator]
CCOC(=O)c1sc(=NC(=O)c2cccs2)n(C)c1C | i | 4% | 96* | 48* | -1% | i
Cc1ccc(O)c(NC(=O)c2cc([N+](=O)[O-])ccc2Cl)c1 | 9.3µM* | -10% | 26 | 13 | nt | 30%[activator]
CC(C)C(=O)N1CCN(c2ccc(NC(=O)c3cccs3)cc2Cl)CC1 | ? | -11% | 25* | 12 | 11% | -1%
Cc1nn(-c2ccccn2)c2c1C(c1ccccn1)C1=C(CCCC1=O)N2 (configuration not stated) | nt | 0% | 14 | -5 | -6% | ?
Cc1ccn2cc(-c3cccc(S(=O)(=O)N4CCCCC4)c3)nc2c1 | -4% | nt | 22 | 21* | 8% | ?
CCCc1nnc(N2C(=O)c3cccc4cccc(c34)C2=O)s1 | 2% | -6% | -11 | 1 | -11% | nt
O=C(Nc1cc(F)cc(F)c1)c1ccc(NCCCN2CCCCCC2)c([N+](=O)[O-])c1 | ? | 2% | -6 | -7 | 13% | ?
CCNC(=S)N1CCC(C(=O)c2ccc(Cl)cc2)CC1 | -1% | 8% | -5 | -2 | -6% | ?
CCCCS(=O)CC(COc1ccc(Cl)cc1)OC(=O)c1ccccc1 (configuration not stated) | ? | 4% | -11 | -2 | -13% | -22%
Cc1onc(-c2c(F)cccc2Cl)c1C(=O)NCc1ccc(F)cc1 | -7% | 18% | 28 | 2 | 13% | 41%[activator]
CC(=O)NC(=S)Nc1ccc(S(=O)(=O)N(C)Cc2ccccc2)cc1 | -26% | 5% | -14 | 7 | -3% | 14%
O=C(O)CCn1ccnc1-c1ccccc1 | 9% | -6% | 32 | -2 | -14% | 20%
O=C(CSc1nc2[nH]ncc2c(=O)[nH]1)Nc1ccccc1C(F)(F)F | ? | nt | nt | nt | 1% | -1%
CC(=O)c1cccc(NC(=O)c2ccc(NS(C)(=O)=O)cc2)c1 | 16% | 3% | 6 | 7 | -24% | nt
O=C(NCc1ccc2c(c1)OCO2)c1cccc(Cl)c1 | 29% | 0% | -2 | 7 | 0% | nt
CC(=O)Nc1ccc(S(=O)(=O)NCCC(=O)Nc2ccc(C)c(F)c2)cc1 | -1% | -4% | 4 | -4 | -12% | ?
COc1ccc(N2CCN(c3nc(=S)n(-c4ccccc4)c(C)c3C(C)=O)CC2)cc1 | -2% | -19% | -2 | -2 | -4% | ?
Nn1c(CSc2ccccn2)nc2ccccc2c1=O | nt | -4% | 83* | 44* | -15% | ?
CN1CCN(CC(=O)Nc2sc3c(c2C(=O)Nc2ccccc2)CCCC3)CC1 | ? | nt | -8 | -1 | 4% | 28%
COc1ccc(CCNC(=O)Cn2c(=O)n(Cc3ccco3)c(=O)c3ccc(Cl)cc32)cc1OC | ? | -13% | -13 | 11 | -17% | 26%
COc1ccc(-c2c(=O)n(OCc3ccccn3)c3ccccc3[n+]2[O-])cc1OC | -4% | -12% | 9 | 2 | -25% | nt
Cc1cc(C)cc(OCC(=O)NCc2cc(C)nc3ccccc23)c1 | -4% | 3% | -13 | -1 | 1% | -14%
C/C(=N\NC(=O)CNc1cccc(Cl)c1C)C1CC1 | 3% | 1% | -4 | -6 | nt | -3%
O=C(CN1CCC(C(=O)c2cccc(Cl)c2)CC1)Nc1cccc(C(=O)O)c1 | 17% | 0% | -6 | 0 | 0%[57.1 µM] | -26%
COc1ccc([N+](=O)[O-])cc1NC(=O)Nc1cccc(Cl)c1 | 9.3µM* | 1% | 16 | -1 | 1% | 87%[activator]
O=[N+]([O-])c1ccc2nc(-c3ccccc3)n(OCc3ccc(Cl)cc3)c2c1 | 30%[activator] | -3% | 18 | 18* | 0% | 13µM*
N#Cc1cccc(S(=O)(=O)NCC(=O)OCC(=O)NCc2ccccc2)c1 | 15% | nt | nt | nt | 2% | 25%
Cc1noc(C)c1S(=O)(=O)N(Cc1ccccc1)C(C)C | ? | -4% | -1 | -3 | 1% | 10%
COc1cccc(/C=N/NC(=O)c2[nH]c(C)c(C(=O)N/N=C/c3cccc(OC)c3O)c2C)c1O | 9.3µM* | ? | 112 | 40* | 8% | nt

Laid out differently: 2 of the compounds above.
Compound,Pf growth 48h,Giardia FBPA inh,Shiga inhibitor,CHX counter,Sm TGR inh,Pf growth 96h
CC(C)N(C)Cc1nnnn1CC(=O)NCc1cc(F)cc(C(F)(F)F)c1,-16%,8%,0,-1,-3%,?
COc1cccc(N=Nc2c(O)[nH]c(=S)[nH]c2=O)c1,-1%,-16%,47*,31*,-20%,?

Additional records follow.
SMILES | Pf growth 48h | Giardia FBPA inh | Shiga inhibitor | CHX counter | Sm TGR inh | Pf growth 96h
COc1ccc(C2=NCC(=O)N(CC(=O)NCc3ccco3)c3sc4c(c32)CCCC4)cc1OC | ? | 2% | -3 | 1 | 22µM* | ?
Cc1nc2cccc(C(=O)NCc3ccccc3)c2o1 | -1% | 0% | 2 | -2 | -27% | ?
Cc1ccsc1C(=O)N1CCCC(C(=O)c2cc(F)ccc2F)C1 (configuration not stated) | ? | -3% | 8 | -4 | 14% | ?
CN(C)CCn1c(=O)n(-c2ccc(F)cc2)c(=O)c2c3c(sc21)CCCCC3 | ? | 23% | -8 | 3 | 20% | ?

Not a retest: an excerpt of the list.
SMILES | Pf growth 48h | Giardia FBPA inh | Shiga inhibitor | CHX counter | Sm TGR inh | Pf growth 96h
N#Cc1cccc(S(=O)(=O)NCC(=O)OCC(=O)NCc2ccccc2)c1 | 15% | nt | nt | nt | 2% | 25%
Cc1noc(C)c1S(=O)(=O)N(Cc1ccccc1)C(C)C | ? | -4% | -1 | -3 | 1% | 10%
COc1cccc(/C=N/NC(=O)c2[nH]c(C)c(C(=O)N/N=C/c3cccc(OC)c3O)c2C)c1O | 9.3µM* | ? | 112 | 40* | 8% | nt
COc1ccc(C2=NCC(=O)N(CC(=O)NCc3ccco3)c3sc4c(c32)CCCC4)cc1OC | ? | 2% | -3 | 1 | 22µM* | ?
Cc1nc2cccc(C(=O)NCc3ccccc3)c2o1 | -1% | 0% | 2 | -2 | -27% | ?
Cc1ccsc1C(=O)N1CCCC(C(=O)c2cc(F)ccc2F)C1 (configuration not stated) | ? | -3% | 8 | -4 | 14% | ?
CN(C)CCn1c(=O)n(-c2ccc(F)cc2)c(=O)c2c3c(sc21)CCCCC3 | ? | 23% | -8 | 3 | 20% | ?
